Bioassay records from PubChem BioAssay.
TDP43 rescue: qHTS of TDP-43 Inhibitors; 410,000 compounds, 1.8% hits; TDP-43 expressing yeast growth rescue, BacTiter-Glo, 24 h; Potency, µM (doses to about 46.1 µM), without a hit: at the top dose growth rescue (activation), actives largely listed as activators; AID 652104, 2013; further: potency means the concentration at half of the fitted maximal effect; % of control where 0% means no effect; nearly all actives have a fitted effect of over 50% in size
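Yeast cells expressing TDP-43 under galactose induction are exposed to compounds for 24 hr at 30 deg C. BacTiter-Glo luminescence measures growth, so protective compounds score as activators.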
D3 antag: qHTS of D3 Dopamine Receptor Antagonist: qHTS. D(3) dopamine receptor (Homo sapiens), P35462. D3R cells, DiscoveRx beta-arrestin luminescence, antagonist mode; stronger effect = lower value. max response, negative = inhibition, %. 360,000 compounds, 2.5% hits; in the data active means max response below about -50%; inconclusive means no clear call, values can overlap the other calls; further: on the % scale 0 is the no-effect control and ±100 the full control effect; mostly tested at two doses, the higher about 12 µM
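Cells expressing the human receptor were seeded at 1500 cells/well, incubated overnight at 37 degrees C in 5% CO2, then exposed to library compounds with dopamine controls for 90 minutes at 37 degrees C before luminescent detection.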
EPAC2 ag: qHTS for Agonist of cAMP-regulated guanine nucleotide exchange factor 4 (EPAC2): primary screen; EPAC2 activation, biochemical qHTS; response scale: 100% = 6.5 mM cAMP response; 360,000 compounds, 0.079% hits; Rap guanine nucleotide exchange factor 4 (Homo sapiens), Q8WZA2; Potency, µM (highest dose often 154 µM), for inactives: at the highest dose activation, hits mostly activators; further: potency means the concentration at half of the fitted maximal effect; nearly all actives have a fitted effect of over 50% in size
Target sequence (Q8WZA2 whole entry, looked up): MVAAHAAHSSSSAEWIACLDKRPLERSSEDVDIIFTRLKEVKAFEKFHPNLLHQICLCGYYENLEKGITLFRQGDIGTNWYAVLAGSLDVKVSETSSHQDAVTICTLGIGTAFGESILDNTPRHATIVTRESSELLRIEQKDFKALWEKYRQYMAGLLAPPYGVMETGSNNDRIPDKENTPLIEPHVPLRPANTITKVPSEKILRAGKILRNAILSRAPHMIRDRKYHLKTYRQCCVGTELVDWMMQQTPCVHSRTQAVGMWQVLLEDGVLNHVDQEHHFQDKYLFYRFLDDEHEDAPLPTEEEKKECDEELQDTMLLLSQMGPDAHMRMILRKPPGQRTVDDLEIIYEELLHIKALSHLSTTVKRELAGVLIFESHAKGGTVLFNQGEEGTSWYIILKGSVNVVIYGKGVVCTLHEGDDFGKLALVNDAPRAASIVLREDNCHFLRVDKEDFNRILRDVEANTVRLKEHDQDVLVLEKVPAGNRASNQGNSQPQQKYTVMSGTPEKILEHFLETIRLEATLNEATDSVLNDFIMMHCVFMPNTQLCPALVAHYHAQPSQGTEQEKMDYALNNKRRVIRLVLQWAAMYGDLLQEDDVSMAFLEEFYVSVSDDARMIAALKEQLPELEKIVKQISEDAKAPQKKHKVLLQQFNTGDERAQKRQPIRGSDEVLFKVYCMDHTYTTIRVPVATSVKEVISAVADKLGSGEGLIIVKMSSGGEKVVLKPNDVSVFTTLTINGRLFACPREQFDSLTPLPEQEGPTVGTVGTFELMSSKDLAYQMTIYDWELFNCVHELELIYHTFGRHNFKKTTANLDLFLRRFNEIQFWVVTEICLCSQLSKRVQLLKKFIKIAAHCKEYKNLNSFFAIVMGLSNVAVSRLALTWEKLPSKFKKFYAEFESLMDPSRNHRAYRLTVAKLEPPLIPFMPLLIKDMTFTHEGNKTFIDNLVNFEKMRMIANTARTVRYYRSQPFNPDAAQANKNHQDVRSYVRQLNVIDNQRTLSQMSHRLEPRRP
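Fluorescence exchange assay: 100 nM EPAC2 with 250 nM RAP1B-BODIPY-GDP and 50 uM GDP; compounds tested as a concentration-titration series (qHTS). Loss of Rap1-bound BODIPY-GDP fluorescence read at 480/540 nm; data normalized to 6.5 mM cAMP.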
aSyn rescue: qHTS of alpha-syn Inhibitors | Potency, µM (top dose mostly 46.1 µM), inactives show at the highest dose growth rescue (activation), actives largely listed as activators | AID 652106, 2013 | Yeast expressing alpha-synuclein, growth rescue, BacTiter-Glo, 24 h | 370,000 compounds, 0.14% hits; further: potency means the concentration at half of the fitted maximal effect; % of control where 0% means no effect; nearly all actives have a fitted effect of over 65% in size
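Rescue of yeast growth: cells expressing toxic alpha-synuclein, induced in galactose at OD600 0.02, incubated with compound 24 h at 30 C. ATP luminescence quantified growth; inhibitors of toxicity appear as activators.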
FUS yeast rescue: qHTS for Suppressors of FUS Proteinopathy: Primary screen using FUS-linked yeast assay; AID 1347120, 2019; 390,000 compounds, 0.24% hits; S. cerevisiae FUS-expressing, growth rescue, OD600, 24 h; Potency, µM (series often up to 76.6 µM), for the others: at the top dose growth rescue (activation), usual class: activators;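 further: potency means the concentration at half of the fitted maximal effect; plate controls were DMSO vehicle for no effect and reference control for full effect; nearly all actives have a fitted effect of over 55% in size; some results filed as inactive show a strong effect at the top dose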
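Cultures pregrown in 2.5% raffinose medium are shifted to minimal medium containing 2% galactose to express toxic FUS. Compounds are tested at several concentrations. After 24hr at 30C, growth is quantified at 600 nm absorbance.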
EPAC2 antagonist: qHTS for Antagonist of cAMP-regulated guanine nucleotide exchange factor 2 (EPAC2): primary screen; Potency, µM (titrated, usually from 114 µM), for the others: at the top dose activity, negative = inhibition, hits mostly inhibitors; EPAC2 GEF exchange of Rap1B-BODIPY-GDP, fluorescence; 360,000 compounds, 0.18% hits; further: potency means the concentration at half of the fitted maximal effect; on the % scale 0 is the no-effect control and ±100 the full control effect; nearly all actives have a fitted effect of over 45% in size; many of its hits are not listed in these tables
DRD3 agonist: qHTS of D3 Dopamine Receptor Agonist: qHTS; D(3) dopamine receptor (Homo sapiens), P35462; D3R DiscoveRx beta-arrestin cells, luminescence, 90 min; max activation, %; AID 652048, 2013; 410,000 compounds, 0.58% hits; in the data active means max activation above about 30%; further: 0% is about no effect; mostly tested at two doses, the higher about 12 µM
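Agonist mode: compounds and dopamine controls were applied to plated cells for 90 min at 37 degrees C after an overnight attachment at 1500 cells/well. Luminescent read-out followed 30 - 60 minutes at room temperature with DiscoveRx detection reagent.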
Abeta yeast res: qHTS for compounds that reverse cellular toxicity of Amyloid beta (A-beta) peptide in yeast: Primary Screen; 410,000 compounds, 0.063% hits; yeast expressing A-beta42, growth rescue, OD600, 48 h; response scale: 0% DMSO, 100% iron-clioquinol control; Potency, µM (series often up to 46.1 µM), for the others: at the highest dose growth rescue, hits mostly activators; AID 1347071, 2019; further: potency means the concentration at half of the fitted maximal effect; nearly all actives have a fitted effect of over 55% in size
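Growth rescue measured by 600 nm absorbance after 48 h yeast culture at 30 C with compound. Values normalized between DMSO and an equimolar ferric chloride plus clioquinol control.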
Numbers without * were called inactive; ? = inconclusive; . = no result given; [ ] = dose if it differs, or a comment. Unless noted, the call rests on the fitted dose curve; in most records, active means well fitted curve in the direction sought with a large enough effect; inconclusive means small, poorly fitted or top-dose-only effect, or another doubt; inactive means no such curve, though single readings can be large; an effect the other way counts as inactive or inconclusive.

smiles	EPAC2 antagonist	aSyn rescue	TDP43 rescue	Abeta yeast res	EPAC2 ag	DRD3 agonist	FUS yeast rescue	D3 antag
O=C(Nc1cc(Cl)ccc1-n1cncn1)c1ccccc1OC(F)F	-11%	9%	6%	-12%	7%	2	-4%	0
Nc1c(C(=O)Nc2ccc(Br)cc2)sc2nc(-c3ccco3)ccc12	5%	-3%	15%	-52%[inhibitor]	-4%	3	.	-7
Cc1occc1-c1nnc(SCC(=O)N(C)CCC#N)n1N	?	3%	5%	-1%	16%	2	3%	18
Nc1[nH]c(C(=O)c2ccccc2)c(-c2ccc(Cl)cc2)c1C(=O)NCc1ccccc1	9%	-11%	12%	-6%	8%	57*	-11%	0
O=C(NCc1ccc(Cl)cc1)c1ccc(NC(=O)N2CC3CCCN3c3ccccc32)cc1 (stereo unspecified)	.	.	?	-9%	.	6	39%	.
O=S(=O)(c1ccccc1)N1N=C(c2cccs2)CC1c1cccc(O)c1 (stereo unspecified)	-6%	-4%	-28%	-1%	19%	-5	20%	-17
C[C@H](NC(=O)c1cc2cc(Cl)ccc2n1C)C(=O)N[C@@H](C(=O)O)c1ccccc1	-2%	18%	-4%	-1%	-2%	11	7%	5
Cc1nnc2c(NCCC(C)C)nc3ccccc3n12	-11%	-5%	?	-14%	13%	-16	14%	-18
O=[N+]([O-])c1cccc(-c2nnc(CNC3CC3)o2)c1	-3%	-10%	-21%	-14%	-1%	5	12%	-2
Cc1ccc[n+](/C(=C\C(=C=[N-])C#N)C(=O)c2ccc(Cl)cc2)c1	-4%	0%	-10%[9.22 µM]	9%	-3%	2	16%	10
O=C(Cn1cncn1)N1CCN(c2ccc(F)cc2)CC1	6%	-1%	7%	-20%	-2%	2	-28%	-9
Cc1c(C(=O)Oc2ccc(Cl)cc2)n(C)oc1=O	9%	-6%	-20%[1.82 µM]	-12%	1%	0	18%	-27
COc1ccc(C2=C(N3CCN(c4cc(C)ccc4C)CC3)c3ccccc3C2=O)cc1	.	.	?	-5%	.	14	5%	.
CC(C)CC(=O)c1c[nH]c(C(=O)NCC2CCCO2)c1 (stereo unspecified)	4%	5%	13%	23%	-14%	1	-4%	14
O=C(CN1CCCCCC1)Nc1ccc(Br)cc1	1%	-9%	-21%	11%	9%	-29	-10%	-114*
COc1ccc(/C=N/NC(=O)c2cccc([N+](=O)[O-])c2)c2ccccc12	0%	-6%	10%	7%	13%	-3	-11%	-1
COc1cccc(CNS(=O)(=O)c2ccc3c(c2)N(C(C)=O)CCS3)c1	-1%	0%	7%	0%	8%	1	-6%	-5
O=C(O)c1ccc(C(=O)O)c(C(=O)c2ccc(NC(=O)c3ccccc3)cc2)c1	12%	5%	7%	-15%	6%	2	-14%	2
CCOc1c(Cl)cc(/C=C/C(=O)N(CC)CC(=O)NCc2cccs2)cc1OC	0%	-1%	7%	4%	-3%	-21	27%	-15
Cn1cnc2ccc([N+](=O)[O-])cc2c1=O	4%	-3%	9%	8%	6%	2	-38%	18
Cc1ccc(N(CC(=O)N/N=C/c2ccco2)S(=O)(=O)c2ccccc2)cc1	-3%	7%	-15%	3%	2%	6	39%	32
Cc1ccccc1Nc1nc(N)c(C(=O)c2ccccc2Cl)s1	.	.	?	24%	.	8	42%	.
CCOc1ccc(NC(=O)Nc2ccc3c(c2)N(C)C(=O)CS3)cc1	-8%	6%	?	1%	0%	4	-11%	17
COC(=O)CC1COc2ccccc2N1C(=O)c1cccc(Cl)c1 (stereo unspecified)	-3%[57.1 µM]	12%	25%	5%	2%	-3	2%	-22
CCC(=O)Nc1nc2ccccc2n1Cc1ccccc1	12%	5%	0%	?	5%	6	17%	19
COc1ccc(-c2cn3c(C)c(C(=O)Nc4ccncc4)sc3n2)cc1	15%	-6%	?	-31%	-21%	17	15%	29
COC(=O)C1=C(C)N(C)C(C)=C(C(=O)OC)C1c1ccsc1	0%	7%	5%	1%[9.22 µM]	7%	-4	-23%	16
COc1cc(S(=O)(=O)N2CCN(C(=O)c3ccco3)CC2)ccc1Cl	?	10%	0%	3%	9%	6	12%	7
COc1ccc(CC(=O)Oc2ccc(F)c(F)c2)cc1S(=O)(=O)N1CCOCC1	3%	2%	-2%	-11%	-8%	4	-3%	17
O=C(OCC(=O)c1ccc(S(=O)(=O)N2CCCC2)cc1)C1=COCCO1	10%	-5%	6%	16%	-10%	1	?	?
CCC1=NN(C(=O)Cc2ccccc2)C(O)(c2ccncc2)C1 (stereo unspecified)	-26%	1%	4%	-1%	4%	3	-2%	24
Cc1sc2nc3ccc(N4CCCCC4)nn3c(=O)c2c1C	5%	-1%	31%	-4%	-16%	8	9%	-30
Cc1ccccc1NC(=S)NC(=O)Cc1ccc(Cl)cc1	-6%	12%	25%	28%	19%	1	-11%	7
CCOC(=O)c1c(NC(=O)Cn2nc([N+](=O)[O-])c(Br)c2C)sc2c1CCC(C)C2 (stereo unspecified)	5%	-3%	2%	-12%	-7%	-2	25%	-11
CN(C)C(=O)c1cnc(-c2ccccc2)nc1-c1ccccc1	17%	2%	?	-4%	13%	-8	21%	-1
C/C(=N\NC(=O)c1ccccc1)c1ccc(N2CCOCC2)cc1	2%	-1%	-4%	6%	0%	0	0%	1
Cc1ccc(C2=Nc3ccccc3N(CC(=O)NCc3ccc(Cl)cc3)C(=O)C2)cc1C	.	.	0%	-11%	.	-2	-17%	.
COc1ccc(NC(=O)CN(c2c(C)cccc2C)S(C)(=O)=O)cc1	2%	11%	1%	-8%	1%	-3	10%	16
COc1ccc(C(=O)c2ccc(Cl)cc2)cc1	7%	-13%	-9%	9%	4%	4	-7%	2
COc1ccc(CCN(C)C(=O)CSc2nc3ncc(Cl)cc3[nH]2)cc1OC	3%	3%	19%	7%	4%	12	-9%	2
O=C(N/N=C/c1sc(N2CCOCC2)nc1-c1ccccc1)c1ccccc1Cl	-8%	0%	-14%	-8%	9%	-2	-19%	-12
COc1ccc(S(=O)(=O)N(C)CC(=O)NC2CCCC2)cc1OC	2%	2%	5%	-6%	3%	20	.	6
COc1ccc(NC(=O)c2cc(=O)c3ccc(C)c(C)c3o2)cc1Cl	.	.	24%	-1%	.	9	-5%	.
Cc1ccc(C(=O)OCC(=O)N2C(C)CCCC2C)cc1S(=O)(=O)N1CCCCC1 (stereo unspecified)	-8%	-5%	-10%	0%	18%	3	13%	-10
NC(=S)Nc1cccc2[nH]ncc12	2%	0%	-5%	-4%	3%	1	-27%	-5
CCOC(=O)CSc1nc2c(sc3ccccc32)c(=O)n1CCO	.	.	13%	2%	.	6	-15%	.
COc1ccccc1OCCSc1nc(C)c(Cc2ccccc2)c(=O)[nH]1	0%	1%	5%	4%	7%	3	-23%	-5
Cc1nc2nc(SCC(=O)NC(C)c3ccccc3)nn2c(C)c1Cc1c(F)cccc1Cl (stereo unspecified)	.	.	13%	-8%	.	-7	?	.

At a glance, some entries already given:
smiles	EPAC2 antagonist	aSyn rescue	TDP43 rescue	Abeta yeast res	EPAC2 ag	DRD3 agonist	FUS yeast rescue	D3 antag
COc1ccc(S(=O)(=O)N(C)CC(=O)NC2CCCC2)cc1OC	2%	2%	5%	-6%	3%	20	.	6
COc1ccc(NC(=O)c2cc(=O)c3ccc(C)c(C)c3o2)cc1Cl	.	.	24%	-1%	.	9	-5%	.

Further results.
smiles	EPAC2 antagonist	aSyn rescue	TDP43 rescue	Abeta yeast res	EPAC2 ag	DRD3 agonist	FUS yeast rescue	D3 antag
O=C(Cn1cnc2ccccc2c1=O)N1CCN(Cc2ccc3c(c2)OCO3)CC1	-10%	3%	-4%	-5%	11%	3	10%	25
O=C(CSc1nc2ccccc2nc1Cc1ccc(F)cc1)Nc1ccc2c(c1)OCO2	.	.	12%	-1%	.	9	9%	.
Cc1ccccc1Nc1c(-c2ccccc2)nc2cccc(C)n12	.	-6%	-3%	-19%	.	-4	-10%	.
CCOC(=O)[C@]12CCC=C1N(CCC1=CCCCC1)C(=O)[C@H](CC(=O)N1CCSCC1)C2	4%	-8%	20%	-11%	-2%	1	21%	-16
Cc1ccc(C(=O)C(C)OC(=O)C2CCN(c3ccc(C(F)(F)F)cn3)CC2)cc1C (stereo unspecified)	-13%	-17%	-3%	1%	-9%	16	9%	3
Cc1cccc(-c2noc(CCC(=O)NCCc3ccccc3)n2)c1	-6%	14%	-1%	5%	8%	5	17%	7
Cc1ccnc(NC(=O)CNC(=O)c2ccccc2Br)c1	-7%	-3%	7%	5%	6%	0	8%	-15
CCN(CC)C(=O)c1ccc2c(=O)n(CCOC)c(=S)[nH]c2c1	13%	-10%	5%	-4%	0%	2	13%	8
CC(C)(C)n1nnnc1C(c1cccc(C#N)c1)N1CCCCCC1 (stereo unspecified)	-13%	-3%	-18%	11%	7%	3	13%	0
O=C(Nc1cccnc1)c1cccc(S(=O)(=O)N2CCOCC2)c1	0%	5%	-26%	4%	7%	9	10%	-16

The list is partial; the hit share may differ from the screen's.
